GAA glycogen mod: GAA glycogen-cleavage inhibition or activation | P10253 | recombinant GAA, glycogen substrate, Amplex Red glucose oxidase fluorescence | Potency, µM (top dose mostly 76.4 µM), for inactives: top-dose activity change, negative = inhibition, actives largely listed as inhibitors | 300,000 tested, 0.38% active | AID 2100; active means well fitted inhibition curve with a large enough effect; inconclusive means small, poorly fitted or top-dose-only effect, or another doubt; inactive means no such curve, though single readings can be large or run the other way;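 further: 0% = full enzyme reaction and -100% = no-enzyme basal signal; the screen sought inhibitors and activators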
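Recombinant enzyme (4 nM final) with compounds titrated up to 77 uM and bovine liver glycogen (30 ug) in citrate pH 5.0, 0.01% Tween-20, 37 C 40 min. Released glucose detected by Amplex Red/glucose oxidase (Ex 573/Em 610); AC50 from Hill fits.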
Active calls of the source: *; ? = inconclusive; [ ] = dose if it differs, or a comment. Potency means the concentration at half of the fitted maximal effect. Not all compounds are listed; the hit share may differ from the screen's.

SMILES	GAA glycogen mod
C=CCn1c(SCC(=O)NC2CC2)nnc1-c1cccs1	-4%[76.3 µM]
CCOc1ccc(CC(=O)Nc2ccc(S(=O)(=O)N3CCCC3)cc2)cc1	-5%[76.3 µM]
CCOC(=O)CC(=O)c1sc2c(c1N)c(=O)[nH]c(=O)n2-c1ccc(OC)cc1	-1%
COc1ccc(OC)c(N/C=C/C(=O)c2ccccc2)c1	1%[76.3 µM]
Cc1ccccc1N(C(=O)CCC(=O)Nc1ccccn1)C(C(=O)NC(C)C)c1ccc(F)cc1 (stereo not drawn)	-8%
CN(C)CCCN1CC(=O)N2[C@@H](Cc3c([nH]c4ccccc34)C2(C)C)C1=O	1%
Cc1ccc(NC(=O)Nc2ccc3c(c2)CCC3)c(C)c1	-7%[76.3 µM]
O=C1N=c2ccc([N+](=O)[O-])cc2=C1c1sc(=O)[nH]c1O	-4%[76.3 µM]
CC(c1ccccc1)n1c(-c2ccc(C(C)(C)C)cc2)n[nH]c1=S (stereo not drawn)	0%[76.3 µM]
COc1ccc(-c2cc(C(=O)NCCCn3ccnc3)c3ccccc3n2)c(OC)c1	-15%
CC(C)CN1C(=O)c2ccc(C(=O)NCc3ccccn3)cc2C1=O	2%[76.3 µM]
Cn1c(CN2CCN(C(=O)c3ccco3)CC2)nc2cc([N+](=O)[O-])ccc21	-9%[76.3 µM]
COc1ccc(-c2c(C)nc3c(-c4ccsc4)cnn3c2N)cc1	1%
CC(C)NC(=O)CCn1ccc2cc(S(=O)(=O)N3CCCC3)ccc21	2%[76.3 µM]
CC(NC(=O)CCNC(=O)c1ccccc1Cl)c1ccc(-n2ccnc2)cc1 (stereo not drawn)	-15%[76.3 µM]
COc1ccc(N(C(=O)CNC(=O)c2ccco2)C(C(=O)NC2CCCCC2)c2ccncc2)cc1 (stereo not drawn)	13%
CCN(CC(=O)Nc1ccc2c(c1)OCCO2)C(=O)c1cccc(OCC(C)C)c1	-1%[76.3 µM]
O=C(c1ccco1)N1CCN(S(=O)(=O)c2ccc(Br)cc2)CC1	-1%
CCOCCCNC(=O)CCc1nnc2ccc(N3CCCCC3)nn12	7%
CCOCCOC(=O)c1cccc2c1-c1ccccc1C2=O	0%

Not a retest: 2 of the compounds above.
SMILES	GAA glycogen mod
CCOCCCNC(=O)CCc1nnc2ccc(N3CCCCC3)nn12	7%
CCOCCOC(=O)c1cccc2c1-c1ccccc1C2=O	0%

(list continues)
SMILES	GAA glycogen mod
N#C/C(=C\c1ccccc1)C(=O)N1CCC(C(N)=O)CC1	-1%
Cc1cc(=O)[nH]c(N/N=C/c2ccc(O)c(O)c2)n1	?
O=C(NCCc1ccco1)c1cc(COc2cccc(C(F)(F)F)c2)on1	-2%[76.3 µM]
COc1ccc(NC(=O)COC(=O)C2CC(=O)N(Cc3ccc(C)cc3)C2)cc1 (stereo not drawn)	-8%
COc1cc(NC(=O)CCCNC(=O)Cn2cnc3sc(C)c(C)c3c2=O)cc(OC)c1OC	-3%[76.3 µM]
CCN(CCO)c1nc(NCc2ccccc2)c2cnn(C)c2n1	-2%[76.3 µM]
Cc1cccc(NC(=O)c2cccc(N3C(=O)C4C5C=CC(C6CC56)C4C3=O)c2)c1 (stereo not drawn)	-8%[76.3 µM]
Cc1ccc(S(=O)(=O)N2CCCC(C(=O)NCc3ccc4c(c3)OCO4)C2)cc1 (stereo not drawn)	0%
COc1cc2cc(C(=O)N/N=C/c3cccc(OC)c3OC)[nH]c2cc1OC	0%
COc1ccc2c(CC(=O)N[C@@H](Cc3ccccc3)C(=O)O)cc(=O)oc2c1	6%
COc1ccc(S(=O)(=O)Nc2ccccc2C(=O)N2CCOCC2)cc1Br	-6%[76.3 µM]
COc1ccc(CNC(=O)C(=O)c2cn(CC(=O)N3CCOCC3)c3ccccc23)cc1	-14%[76.3 µM]
CC(=O)Nc1ccc(NC(=O)C2CC(=O)N(c3ccc(Cl)cc3)C2)cc1 (stereo not drawn)	1%[76.3 µM]
Nc1cc(N)nc(SCC(=O)Nc2ccc3c(c2)OCO3)n1	4%
C=CCNC(=O)CN1N=C(c2ccc(C)cc2)CCC1=O	3%
O=C(NC1(Cc2ccc(O)cc2)CCCCC1)c1ccccc1	14%[76.3 µM]
COc1ccc(-c2cc(C)no2)cc1S(=O)(=O)NCc1cccc(C)c1	7%[76.3 µM]
CCOC(=O)c1ccc[n+](CC(=O)c2ccc(NC(=O)c3ccccc3)cc2)c1	-11%[76.3 µM]
Cc1cccc(-n2ccc(=O)c(C(=O)Nc3ccc(S(=O)(=O)N4CCOCC4)cc3)n2)c1	6%[76.3 µM]
Cc1ccc2c(c1)N(CC(=O)NC1CCCC1)C(=O)CO2	2%
Cc1cc(=O)oc2c3c(cc(OCC(=O)N[C@@H](Cc4ccccc4)C(=O)O)c12)OC(C)(C)CC3	-3%[76.3 µM]
COc1ccccc1OCC(=O)N/N=C/c1cccc2cccnc12	1%[76.3 µM]
O=S(=O)(Nc1ccccc1Cl)c1cccc2nsnc12	0%[76.3 µM]
O=C(CCl)Nc1cccc(Oc2cnccn2)c1	-4%
CCC(C)(C)C1CCC2(CC1)NC(=O)N(CC(=O)N(C)CC(=O)Nc1ccccc1C(F)(F)F)C2=O (stereo not drawn)	-8%[76.3 µM]
COc1ccc(NC(=O)c2sc(NC(=O)C3CC3)nc2C)cc1	0%[76.3 µM]
CCS(=O)(=O)c1nc(S(=O)(=O)c2ccc(C)cc2)c(N2CCN(C)CC2)s1	-3%[76.3 µM]
O=C(O)c1ccc(Cl)c(NCc2cccnc2)c1	9%[76.3 µM]
CC(=O)N1CCN(C(=O)C(Cc2c[nH]c3ccccc23)NC(=O)c2ccccc2Cl)CC1 (stereo not drawn)	-10%[76.3 µM]
CC(=O)Nc1ccc(N/C=C(\C#N)S(=O)(=O)c2ccc(Cl)cc2)cc1	1%
O=C(O)c1cccc(NS(=O)(=O)c2ccc3c4c(cccc24)C(=O)N3)c1	0%
CCc1ccccc1NC(=O)C1CCCN(c2ncnc3onc(-c4ccc(F)cc4)c23)C1 (stereo not drawn)	-1%[76.3 µM]
Cc1ccc(OCC(=O)Nc2ccc(S(=O)(=O)N3CCOCC3)cc2)c(C)c1	-11%[76.3 µM]
COCCNC(=O)Cn1cc(/C=C(\C#N)C(=O)NC2CCCC2)c2ccccc21	-8%[76.3 µM]
COCCCNC(=O)CN1C(=O)COc2ccc(S(=O)(=O)N3CC(C)CC(C)C3)cc21 (stereo not drawn)	-17%[76.3 µM]
COc1ccc(/C=C2\Sc3ccc(C(=O)N4CCCC4)cc3N(C)C2=O)cc1OC	-18%[76.3 µM]
CCC(C)N(C(=O)COC(=O)CSc1ccc([N+](=O)[O-])cc1)C1CCS(=O)(=O)C1 (stereo not drawn)	-4%[76.3 µM]
Cc1cccn2c(=O)c(/C=C(\C#N)S(=O)(=O)c3ccccc3)c(N3CCN(c4ccccc4)CC3)nc12	4%[76.3 µM]
Cc1ccc(OCC(=O)OCC(=O)c2ccccc2)cc1C	-6%[76.3 µM]
CCOC(=O)COc1ccccc1/C=N\NC(=O)c1cc2c(ccc3ccccc32)o1	-3%[76.3 µM]

Quoted at random: 3 compounds from above.
SMILES	GAA glycogen mod
Cc1ccc(OCC(=O)Nc2ccc(S(=O)(=O)N3CCOCC3)cc2)c(C)c1	-11%[76.3 µM]
COCCNC(=O)Cn1cc(/C=C(\C#N)C(=O)NC2CCCC2)c2ccccc21	-8%[76.3 µM]
O=C(O)c1ccc(Cl)c(NCc2cccnc2)c1	9%[76.3 µM]

Further records
SMILES	GAA glycogen mod
COCCCn1c(=O)c2ccccc2n(Cc2ccccc2)c1=O	11%[76.3 µM]
O=S(=O)(Nc1ccncc1)c1cc(Cl)ccc1Cl	1%
CCN(CC)CCN(C(=O)c1ccc2c(c1)CCCC2)c1nc2ccc(C)cc2s1	-33%[76.3 µM]
Clc1ccc(Cn2ccc3ccccc32)cn1	1%
N#CCn1cnc2c(oc3ccccc32)c1=O	-3%[76.3 µM]
Cc1ccc(CN2CCSc3ccc(C(=O)NC4CCCC4)cc32)cc1	-16%[76.3 µM]
COc1ccc(CC(NC(C)=O)C(=O)NC2CCN(C(=O)Nc3ccccc3C)CC2)cc1OC (stereo not drawn)	1%
Cc1nc(C(F)(F)F)ccc1C(=O)NN1CCOCC1	6%
O=C(NCCCCNC(=O)c1ccc(F)cc1)c1ccc(F)cc1	-7%[76.3 µM]
COc1ccc(C2=NS(=O)(=O)N(C)C(C(=O)Nc3ccc4c(c3)OCO4)=C2)cc1	8%[76.3 µM]
Cc1ccc(S(=O)(=O)NNC(=O)Nc2cccc(C)c2C)c(C)c1	?
COc1cccc(OC)c1C(=O)OCC(=O)NCCCc1ccccc1	4%
CN(C(=O)c1ccco1)c1nc(-c2ccc(Cl)cc2)cs1	9%[76.3 µM]
CC[C@@H](C)[C@H](NC(=O)CNC(=O)Cc1c(C)c2c(cc(C)c3c(C)coc32)oc1=O)C(=O)O	-2%
O=C1C(=O)N(Cc2ccccc2)C(c2cccc(O)c2)/C1=C(\O)c1ccc2c(c1)OCCO2 (stereo not drawn)	13%[76.3 µM]
CS(=O)(=O)N(CC(=O)N1CCCC1)c1cc(Cl)ccc1Cl	2%[76.3 µM]
CCOC(=O)c1ccc(CNC(=O)C2CCC(=O)N(Cc3cccc(OC)c3)C2)o1 (stereo not drawn)	-1%[76.3 µM]
Cc1cc(F)ccc1NS(=O)(=O)c1c(C(=O)N2CCOCC2)c(C)n(C)c1C	8%[76.3 µM]
CCCn1c(=O)[nH]c(=O)c2c1nc(-c1cc([N+](=O)[O-])ccc1Cl)n2CCOC	-5%
CCn1nc(CC(C)C)cc1C(=O)N1CCCC(Nc2ccc(OC)cc2)C1 (stereo not drawn)	-14%[76.3 µM]
O=C(Nc1ccc2c(c1)OCO2)C1CCN(Cc2cc3c(cc2O)OCO3)CC1	-16%
O=S(=O)(c1cccc2ccccc12)N1CCCCC1	1%[76.3 µM]
CCCCn1c(N)c(N(CCC(C)C)C(=O)CN2C(=O)C3CCCCC3C2=O)c(=O)[nH]c1=O (stereo not drawn)	-1%[76.3 µM]
CC(C)NC(=O)CN1CCC(c2nc3ccccc3[nH]2)CC1	-3%[76.3 µM]
COc1ccc(CCNC(=O)CNS(=O)(=O)c2ccc(N(C)C)c([N+](=O)[O-])c2)cc1OC	4%
Cc1ccccc1CNC(=O)CCC(=O)N1CCOc2ccc(Cl)cc21	14%[76.3 µM]
Cc1ccc(C)c(N(CC(=O)NC2CCCC2)S(=O)(=O)c2ccccc2)c1	-3%[76.3 µM]
COCCCN1C(=O)c2ccc(C(=O)Nc3ccccc3Cl)cc2C1=O	4%
Cc1cccn2c(CNCCc3ccco3)c(C(=O)N3CCOCC3)nc12	2%[76.3 µM]
COc1ccc(NC(=O)/C(C#N)=C\c2ccc(-c3cccc(C(=O)O)c3C)o2)cc1	?
CN1CCCC(OC(=O)c2ccc(C(C)(C)C)cc2)C1 (stereo not drawn)	-2%[76.3 µM]
O=C(NCCc1c[nH]c2ccccc12)c1cc(Cl)c2c(c1)OCO2	3%
COc1cc(OC)cc(C(=O)Nc2ccc(S(=O)(=O)Nc3ccccn3)cc2)c1	-12%
O=C(O)c1cc(N/N=C/c2cccc3ccccc23)ccc1Cl	?
COc1ccc(CNC(=O)CN2C(=O)c3ccc([N+](=O)[O-])cc3C2=O)cc1	-9%
COCCC(=O)N1CCC(Oc2ccc(C(=O)N3CCCC(OC)C3)cc2)CC1 (stereo not drawn)	-2%[76.3 µM]
Cc1ccc(N(C(=O)CNC(=O)c2ccco2)C(C(=O)NC2CCCC2)c2ccncc2)cc1F (stereo not drawn)	-2%[76.3 µM]
O=[N+]([O-])c1cccc(-c2ccc(CN3CCCCC3)o2)c1	16%[76.3 µM]
COCCNc1oc(-c2ccco2)nc1S(=O)(=O)c1ccccc1	-2%[76.3 µM]
O=C(Cn1c(=O)oc2ccccc21)NCC1COc2ccccc2O1 (stereo not drawn)	2%[76.3 µM]
Cc1ccccc1CCNC(=O)C1CCC(=O)N(C2CCCCCC2)C1 (stereo not drawn)	-1%[76.3 µM]
COc1ccc(C(CNC(=O)Nc2ccccc2)N2CCN(C)CC2)cc1 (stereo not drawn)	10%[76.3 µM]
CC(C)c1ccc(NC(=O)CSc2n[nH]c(=O)n2C2CC2)cc1	-7%[76.3 µM]
Cc1ccc2nc(N3CCOCC3)c(C=O)cc2c1	1%[76.3 µM]
CCOC(=O)C1(CCOc2ccccc2)CCN(S(=O)(=O)N(C)C)CC1	-2%[76.3 µM]
COc1ccc(CCN2C(=O)N[C@@H](CCC(=O)O)C2=O)cc1	-9%
CN(c1nc2ccccc2nc1Cl)S(=O)(=O)c1ccccc1	-2%
O=[N+]([O-])c1ccc(-c2ccc(/C=N/n3cnnc3)o2)c(Br)c1	-13%[76.3 µM]
Oc1c(Br)cc(Br)cc1/C=N/n1c(-c2ccccc2)n[nH]c1=S	-21%[76.3 µM]
CN(CC(=O)Nc1ccccc1C(F)(F)F)Cc1c(O)ccc2ccccc12	2%
Cc1noc(NS(=O)(=O)c2ccc(NC(=O)C(Cl)(Cl)Cl)cc2)c1C	4%[76.3 µM]

Among those listed so far, two contain a tert-butyl group:
SMILES	GAA glycogen mod
CC(c1ccccc1)n1c(-c2ccc(C(C)(C)C)cc2)n[nH]c1=S (stereo not drawn)	0%[76.3 µM]
CN1CCCC(OC(=O)c2ccc(C(C)(C)C)cc2)C1 (stereo not drawn)	-2%[76.3 µM]

Assay outcomes (PubChem)
